TRHR PAM: allosterically enhances the human TRH receptor | TRHR cells, fluo-8 calcium fluorescence, EC20 TRH enhancement | enhancement, % at 2 µM | 360,000 tested, 0.66% active | P34981; in the data active means enhancement above about 30%; further: 0% is about no effect
Target sequence (P34981 whole entry, looked up): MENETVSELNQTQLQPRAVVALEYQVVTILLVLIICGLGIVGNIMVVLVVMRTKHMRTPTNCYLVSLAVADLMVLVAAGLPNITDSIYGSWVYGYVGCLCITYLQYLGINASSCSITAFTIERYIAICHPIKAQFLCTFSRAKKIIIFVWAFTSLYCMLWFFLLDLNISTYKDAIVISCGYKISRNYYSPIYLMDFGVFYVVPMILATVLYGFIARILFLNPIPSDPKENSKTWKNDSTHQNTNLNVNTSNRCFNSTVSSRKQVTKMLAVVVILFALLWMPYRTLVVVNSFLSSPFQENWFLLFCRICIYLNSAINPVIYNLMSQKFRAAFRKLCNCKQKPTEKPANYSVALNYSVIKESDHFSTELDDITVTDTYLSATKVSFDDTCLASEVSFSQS
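TRHR-expressing cells loaded with fluo-8 calcium dye were read kinetically (ex 480/em 530) during compound addition, then stimulated with an EC20 of TRH (10 nM final). Enhancement of the Gq-mediated intracellular calcium response was scored.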
PI4K2A block: inhibitors of human PI4K2A; activity change, negative = inhibition, % at 76.9 µM; purified PI4K2A, ADP-Glo luminescence, 1 h; active compounds read low; 420,000 tested, 0.13% active; Q9BTU6; in the data active means activity change below about -50%; inconclusive means mostly about -30% to -49%;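 further: -100% = wells without enzyme as full effect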
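Compounds are screened against recombinant PI4K2A using PI as substrate and ATP, the latter dispensed at 300 microM. Reactions run one hour at ambient temperature before ADP-Glo detection; full inhibition defined by wells lacking enzyme.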
D2 ag: agonists of human D2 dopamine receptor; HEK293 T-REx D2 cells, calcium flux agonist mode; 340,000 tested, 0.53% active; P14416; AID 485358; activation, % at 2 µM;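 active means activation over 3 SD above normal in the single-dose calcium agonist read, cut at about 30% in these data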; further: 0% is about no effect
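Calcium-flux readout, 1 cycle/sec over 180 s following compound pin transfer, in inducible HEK293 Trex D2 cells (force-coupled); dopamine controls included. Positive calcium responses during this window marked compounds as potential agonists.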
TRHR ag: activates the human TRH receptor. P34981. TRHR cells, calcium flux fluo-8, FDSS agonist mode. activation, % at 2 µM. 360,000 tested, 0.18% active; in the data active means activation above about 30%; further: 0% is about no effect
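Steps: seed TRHR cells overnight; add fluo-8 no-wash Ca dye, RT 30 min–1.5 h; record 10 s baseline; pin-transfer compounds; monitor fluorescence 1 cycle/s for the agonist window. Calcium increases flag candidate agonists.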
IDH1 R132H inh: inhibitors of human mutant IDH1 R132H; Potency, µM (highest dose often 76.6 µM), inactives show top-dose activity change, negative = inhibition, usual class: inhibitors; O75874; AID 602179; IDH1-R132H enzyme, NADPH consumption, diaphorase/resazurin fluorescence; 390,000 tested, 0.093% active; further: potency means the concentration at half of the fitted maximal effect; on the % scale 0 is the no-effect control and ±100 the full control effect; nearly all actives have a fitted effect of over 65% in size
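IDH1-R132H (0.5 ug/mL dispensed) in pH 7.5 Tris buffer was preincubated 30 min with compound, then given a substrate mix of 0.016 mM NADPH and 2 mM alpha-KG for 80 min at room temperature; remaining NADPH was read by diaphorase/resazurin fluorescence.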
D2 antagonist: antagonists of human D2 dopamine receptor; HEK293 TREx D2 cells, calcium flux, dopamine EC80; inhibition, % at 10 µM; 340,000 tested, 2% active; in the data active means inhibition above about 30%; further: 0% is about no effect
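Compounds are added to dye-loaded, induced HEK293 T-REx cells coupled to calcium release via D2; after a 3 min kinetic read an EC80 dopamine stimulus is given and fluorescence is recorded for 3 more min.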
USP1-UAF1 inh: blocks the human USP1/UAF1 deubiquitinase complex; O94782; recombinant USP1/UAF1, Ub-Rhodamine cleavage fluorescence; Potency, µM (series often up to 57.1 µM), for inactives: at the highest dose activity change, negative = inhibition, hits mostly inhibitors; 390,000 tested, 0.23% active; AID 743255; further: potency means the concentration at half of the fitted maximal effect; on the % scale 0 is the no-effect control and ±100 the full control effect; nearly all actives have a fitted effect of over 60% in size; inactives centre near -12
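Step one: compound is pinned into 1nM USP1/UAF1 in HEPES pH 7.8 buffer with TCEP. Step two: 15 min room-temperature incubation. Step three: Ub-Rho (150nM final) starts cleavage, tracked by fluorescence over six one-minute reads.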
TrxR1 substrate: substrates of rat thioredoxin reductase 1; O89049; purified TrxR1 substrate turnover, NADPH consumption readout; Potency, µM (highest dose often 114 µM), for inactives: at the highest dose activity change, negative = substrate turnover; 390,000 tested, 0.01% active; further: potency means the concentration at half of the fitted maximal effect; on the % scale 0 is the no-effect control and ±100 the full control effect; nearly all actives have a fitted effect of over 50% in size
Target sequence (O89049 whole entry, looked up): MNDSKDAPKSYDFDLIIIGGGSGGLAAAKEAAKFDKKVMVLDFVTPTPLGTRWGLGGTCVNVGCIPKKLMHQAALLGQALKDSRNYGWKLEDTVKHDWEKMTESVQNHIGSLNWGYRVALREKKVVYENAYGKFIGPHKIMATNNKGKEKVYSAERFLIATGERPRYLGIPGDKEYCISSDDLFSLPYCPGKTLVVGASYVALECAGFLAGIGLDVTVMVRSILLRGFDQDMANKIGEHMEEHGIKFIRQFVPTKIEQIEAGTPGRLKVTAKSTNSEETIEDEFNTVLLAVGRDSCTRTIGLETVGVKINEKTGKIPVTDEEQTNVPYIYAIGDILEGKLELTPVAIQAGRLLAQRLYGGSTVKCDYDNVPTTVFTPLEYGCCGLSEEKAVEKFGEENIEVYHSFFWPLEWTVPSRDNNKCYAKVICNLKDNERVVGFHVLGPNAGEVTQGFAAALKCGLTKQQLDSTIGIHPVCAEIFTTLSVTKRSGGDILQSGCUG
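Rat TrxR1, dispensed at 90 nM, was prereduced with 400 uM NADPH (final) for 5 min at ~22 deg C, then incubated with compound 15 min before 400 uM selenite. A first-read NADPH fluorescence drop versus no-compound background flagged substrates.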
rTrxR1 inhibitor: rat TrxR1 inhibition; O89049; recombinant rTrxR1, NADPH fluorescence consumption, selenite substrate; Potency, µM (titrated, usually from 114 µM), for inactives: at the top dose activity change, negative = inhibition, hits mostly inhibitors; 390,000 tested, 1% active; further: potency means the concentration at half of the fitted maximal effect; on the % scale 0 is the no-effect control and ±100 the full control effect; nearly all actives have a fitted effect of over 65% in size
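Rat TrxR1 (90 nM in the dispensed reagent) was pre-reduced with 400 uM NADPH for 5 min at room temperature, then incubated with compound for 15 min. After 400 uM selenite was added, NADPH fluorescence (Ex 340/Em 450 nm) was followed for 8 min.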
Starred values were filed as active, the others as inactive; ? = inconclusive; nt = not tested or not shown; & = joins results of further samples; [ ] = another dose, or the depositor's remark. Unless noted, the call rests on the fitted dose curve; in most records, active means well fitted inhibition curve with a large enough effect; inconclusive means small, poorly fitted or top-dose-only effect; inactive means no such curve, though single readings can be large or run the other way.

1	C/C=C1\COC(C(=O)NCc2cccc(OC)c2OC)(C(F)(F)F)C=C1C=C1CCCCC1 (stereo unspecified)
2	COC1C/C(=N\O)C2OC(c3ccccc3)OCC2O1 (stereo unspecified)
3	COc1ccccc1N(CC(=O)NCCSCc1ccccc1)S(=O)(=O)c1ccc(C)cc1
4	COC(=O)c1ccc(C2Nc3cccc4cccc(c34)N2)cc1
5	CCOC(=O)CNC(c1ccccc1)c1cc(Br)ccc1NC(C)=O (stereo unspecified)
6	Cc1ccc(C(C)(C)C)cc1S(=O)(=O)NC(=O)c1ccccc1
7	O=C(c1cccc(Br)c1)N1CCN(C2=NS(=O)(=O)c3ccccc32)CC1
8	Cc1cc(C)c2c(=O)cc(C(=O)Nc3sc4c(c3C(=O)NCC3CCCO3)CCCC4)oc2c1 (stereo unspecified)
compound no.	1	2	3	4	5	6	7	8
TRHR PAM	nt	0	-8&-12	2	0	11	1	2
PI4K2A block	-1	-1	1&0	1	0	-6	-5	-1
D2 ag	nt	0.3	0.8&4.9	-0.4	-0.1	-0.1	0.4	0.7
TRHR ag	nt	-0.3	0.9&2.0	-0.2	0.8	0.6	0.4	0.3
IDH1 R132H inh	3%	1%	-2%&4%	6%	0%	4%	5%	2%
D2 antagonist	nt	-16	1	-6	-6	-5	0	nt
USP1-UAF1 inh	-3%	-8%	-15%&-12%	-21%	-8%	-9%	-11%	?
TrxR1 substrate	-3%&-1%	4%	1%&-7%	4%[57.1 µM]	0%[57.1 µM]	7%[57.1 µM]	-5%[57.1 µM]	1%
rTrxR1 inhibitor	5µM*	13%	30%&-9%	10%[57.1 µM]	6%[57.1 µM]	7%[57.1 µM]	4%[57.1 µM]	14%

9	CCOC(=O)c1ccc(Oc2nc(OC)nc(N(C)C)n2)cc1
10	O=c1[nH]c2cc3c(cc2cc1CN(CCc1ccccc1)Cc1nnnn1CC1CCCO1)OCO3 (stereo unspecified)
11	Nc1ccc(NS(=O)(=O)c2ccccc2)cc1
12	Cc1cnc(C(=O)OCC(=O)Nc2ccc(C)c(S(=O)(=O)N(C)C)c2)cn1
13	Cc1ccc(-c2nc3s/c(=C\c4ccco4)c(=O)n3n2)cc1
14	CCOc1cc(C(=S)N2CCCC2)ccc1O
15	COc1cccc(CNC(=O)C2CCC(=O)N(CC3CCCCC3)C2)c1OC (stereo unspecified)
16	CC(C)(C)c1ccc(-c2nc3c(C#N)c(-c4ccc5c(c4)OCO5)ccn3n2)cc1
compound no.	9	10	11	12	13	14	15	16
TRHR PAM	-3	24	5	-3	3	-2	-4	-2
PI4K2A block	-1	4	-2	-13	3	-1	6	-4
D2 ag	1.1	6.6	0.6	-0.4	0.6	0.2	nt	nt
TRHR ag	0.2	8.2	0.1	0.5	0.4	-0.1	-0.9	0.3
IDH1 R132H inh	12%	14%	14%	3%	0%	8%	3%	4%
D2 antagonist	-8	17	0	-5	-8	27	nt	nt
USP1-UAF1 inh	-12%	-15%	-18%	-22%	5%	-6%	-15%	0%
TrxR1 substrate	7%	32%[activator]	9%	15%	10%	-9%	-1%	200%[activator]
rTrxR1 inhibitor	33%	-11%	21%	42%	-18%	6%[57.1 µM]	-7%	207%[activator]

17	CCOC(=O)[C@@H]1[C@H]2COc3ccc(Br)cc3[C@@H]2N2C(=O)N(c3ccc(F)cc3)C(=O)[C@@]12C
18	CC(NCc1ccc(-c2ccccc2)cc1)C(O)c1ccccc1 (stereo unspecified)
19	O=C(CS(=O)(=O)c1ccc(Cl)c(Cl)c1)Nc1ccccc1Cl
20	CCOC(=O)c1c(-c2ccccc2)oc2cc(Br)c(O)c(C=O)c12
21	O=C(/C=C/c1ccc(Br)o1)OCc1ccccc1
22	CCCCC(=O)Nc1ccc(S(=O)(=O)Nc2nccc(C)n2)cc1
23	Cc1ccccc1Nc1nc2nonc2nc1N1CCOCC1
24	Cn1c(Cc2ccccc2)nnc1SCC(=O)NCCc1ccccc1
compound no.	17	18	19	20	21	22	23	24
TRHR PAM	nt	8	-3	10	-2	-2	-2	1
PI4K2A block	3	-4	2	10	-9	-1	0	4
D2 ag	nt	14	-0.8	2.4	-1.2	-0.3	1.0	0.2
TRHR ag	nt	0.9	-0.1	10	0.0	0.3	-0.1	-0.7
IDH1 R132H inh	0%	1%	6%	-2%	-1%	-6%	2%	0%
D2 antagonist	nt	-32	-2	-37	3	-18	10	-2
USP1-UAF1 inh	-24%	-19%	-13%	-17%	-20%	-7%	-17%	-5%
TrxR1 substrate	3%	-8%	-3%	3%	-1%	-1%	-7%	-14%
rTrxR1 inhibitor	18%	-4%	-8%	?	?	-4%	-2%	-22%

25	COCCN1C(=O)/C(=C/c2cc3c(cc2Br)OCO3)NC1=S
26	O=C(c1cccc(Cl)c1)N1CCN(c2ccccn2)CC1
27	Cn1c(CCN2CCCCC2)nc2cc(NS(=O)(=O)c3ccc(F)cc3)ccc21
28	Cc1cc(C)c2cc(C)c(SCC(=O)NCc3ccco3)nc2c1
29	CC1C(C#N)=C(N)OC2=C1C(=O)CCC2 (stereo unspecified)
30	CS(=O)(=O)N(CC(=O)Nc1ccccc1Sc1ccccc1)c1cccc(Br)c1
31	C=CCN(Cc1cccc(OC)c1OC)C(=O)Oc1ccccc1
32	CCOC(=O)N1CCN(CC(=O)Nc2c(C(=O)OC)[nH]c3cccc(Cl)c23)CC1
compound no.	25	26	27	28	29	30	31	32
TRHR PAM	-2	-1	-5	-2	-2	-4	-3	1
PI4K2A block	0	9	-1	-4	-2	2	-3	2
D2 ag	-0.8	12	0.8	0.4	0.9	-1.4	0.6	0.9
TRHR ag	-0.7	0.2	0.4	-0.8	0.4	0.9	0.0	0.4
IDH1 R132H inh	-6%	1%	3%	?	2%	1%	7%	-2%
D2 antagonist	19	14	32*	-3	24	11	-3	13
USP1-UAF1 inh	-13%	-4%	-2%	-11%	-7%	-11%	-16%	0%
TrxR1 substrate	-8%	-6%	4%[57.1 µM]	-4%	1%[57.1 µM]	6%[57.1 µM]	11%	8%
rTrxR1 inhibitor	18%[57.1 µM]	-6%	12%[57.1 µM]	-13%	5%[57.1 µM]	6%[57.1 µM]	17%	-18%

33	Cc1cc(C)c2c(n1)sc1c(=O)n(-c3ccccc3)c(=O)[nH]c12
34	CC(=O)Oc1cc2c(C(C)=O)coc2c2ccccc12
35	O=C1C(C2=NC(c3ccccn3)C3C(=O)N(c4ccc(Cl)cc4Cl)C(=O)C23)=C(O)c2ccccc21 (stereo unspecified)
36	CC(=O)c1ccc(S(=O)(=O)Nc2ccc(C(=O)N3CCC3)cc2)cc1
37	COc1ccccc1NC(=O)c1cc(OC)c(OC)cc1[N+](=O)[O-]
38	COc1ccc(C)cc1NC(=O)CCN1CCN(c2ccccc2)CC1
39	Cc1ccc2cccc(NC3OC(=O)c4ccccc43)c2n1 (stereo unspecified)
40	Cc1cc(=O)n(-c2ccc3ccccc3n2)[nH]1
compound no.	33	34	35	36	37	38	39	40
TRHR PAM	-1	-2	-8	-8	-19	3	-8	-1
PI4K2A block	-3	4	1	0	3	1	5	-2
D2 ag	-0.1	-0.3	2.1	0.1	0.2	79*	1.0	1.1
TRHR ag	-0.1	2.7	-0.1	0.2	0.1	-1.1	0.2	-0.2
IDH1 R132H inh	6%	4%	-3%	-7%	-2%	7%	9%	-6%
D2 antagonist	-2	-18	9	9	-5	82*	6	-11
USP1-UAF1 inh	-8%	-19%	-23%	-11%	-19%	-31%	-3%	-3%
TrxR1 substrate	109%	-1%	0%	-1%	2%[57.1 µM]	-3%	-7%	-4%
rTrxR1 inhibitor	5%[57.1 µM]	-6%	14%	2%	4%[57.1 µM]	-9%	8%[57.1 µM]	14%

Screen by screen, from the results shown.
TRHR PAM for nos. 2 to 13 → 0, -8&-12, 2, 0, 11, 1, 2, -3, 24, 5, -3, 3
D2 ag for nos. 2 to 13 → 0.3, 0.8&4.9, -0.4, -0.1, -0.1, 0.4, 0.7, 1.1, 6.6, 0.6, -0.4, 0.6

Whole records, looked up by structure:
Record of `CC(=O)c1ccc(S(=O)(=O)Nc2ccc(C(=O)N3CCC3)cc2)cc1` = TRHR PAM: -8; PI4K2A block: 0; D2 ag: 0.1; TRHR ag: 0.2; IDH1 R132H inh: -7%; D2 antagonist: 9; USP1-UAF1 inh: -11%; TrxR1 substrate: -1%; rTrxR1 inhibitor: 2%
Record of `COc1ccccc1NC(=O)c1cc(OC)c(OC)cc1[N+](=O)[O-]` = TRHR PAM: -19; PI4K2A block: 3; D2 ag: 0.2; TRHR ag: 0.1; IDH1 R132H inh: -2%; D2 antagonist: -5; USP1-UAF1 inh: -19%; TrxR1 substrate: 2%[57.1 µM]; rTrxR1 inhibitor: 4%[57.1 µM]

Next section.
41	COc1cccc(OC)c1C(=O)NC(=O)Nc1c(F)c(F)c(F)c(F)c1F
42	CCC(=O)N1CCc2cc(CNS(=O)(=O)c3ccc(NC(=O)CC(C)C)cc3)ccc21
43	CCOC(=O)c1c(C)oc2c1c1c(c3ccccc32)OCN(Cc2ccccn2)C1
44	Cc1ccsc1CN(C)C(=O)c1cc(S(=O)(=O)N2CCOCC2)ccc1N1CCCC1
45	CC1(C)OC(=O)C(=CNNc2c(Cl)cc(Cl)cc2Cl)C(=O)O1
46	Oc1cc(OCc2ccccc2)ccc1-c1[nH]ncc1-c1ccccc1
compound no.	41	42	43	44	45	46
TRHR PAM	-8	-2	21	-4	31*	-2
PI4K2A block	-9	-1	7	-2	-2	-4
D2 ag	0.0	0.4	0.7	-1.2	-0.9	0.4
TRHR ag	-0.5	-0.2	0.8	0.5	-1.4	0.9
IDH1 R132H inh	3%	-5%	21%	0%	2%	3%
D2 antagonist	-14	nt	-2	-5	-7	-5
USP1-UAF1 inh	-5%	-14%	-24%	-21%	-12%	-12%
TrxR1 substrate	-1%	5%[57.1 µM]	5%	4%	-3%[57.1 µM]	-2%
rTrxR1 inhibitor	22%	14%[57.1 µM]	?	10%	-1%[57.1 µM]	19%

Assay outcomes: PubChem, National Center for Advancing Translational Sciences (NCATS)
